ATXN viability = cell viability loss in ATXN counter-screen | S2 cells (HEK-293 line with an ATXN2-luciferase reporter) viability, CellTiter-Fluor protease fluorescence, 24 h | Potency, µM (series often up to 56.7 µM), hits mostly cytotoxic | hit rate 0.49% among 400,000; further: potency means the concentration at half of the fitted maximal effect; nearly all actives have a fitted effect of over 40% in size
Nrf2 inh = blocks Nrf2 signaling. hit rate 2.1% among 360,000. A549 ARE-Fluc reporter, luciferase luminescence, 18-24 h. Potency, µM (doses to about 46 µM), for the others: top-dose activity change, negative = inhibition, actives largely listed as inhibitors. AID 504444; further: potency means the concentration at half of the fitted maximal effect; on the % scale 0 is the no-effect control and ±100 the full control effect; nearly all actives have a fitted effect of over 60% in size
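Reporter: ARE-Fluc in A549. Exposure: 18-24 h, 37 °C, 5% CO2, 5% FBS OPTI-MEM. Readouts: fluorescent cytotoxicity (CellTiter-Fluor), then luminescent Nrf2 signal after BugLite.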
TGFb inhibitor = blocks TGF-b signaling; HepG2 CAGA-GFP TGF-b/SMAD3 reporter, GFP fluorescence, 18 h; TGF-beta stimulated, 500 pg/mL final; Potency, µM (doses to about 46.1 µM), for inactives: at the top dose activity, negative = inhibition, hits mostly inhibitors; hit rate 1.2% among 410,000; further: potency means the concentration at half of the fitted maximal effect; on the % scale 0 is the no-effect control and ±100 the full control effect; nearly all actives have a fitted effect of over 65% in size
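Using HEPG2 CAGA-GFP reporter cells at 1000 cells/well, we pinned test compounds, stimulated with recombinant TGF-beta (500 pg/mL final) and measured total well GFP after 18 h.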
HepG2 viability = kills HepG2 cells in TGF-b inhibitor counter-screen. hit rate 0.76% among 410,000. Potency, µM (titrated, usually from 46.1 µM), for the others: at the highest dose activity change, negative = cytotoxicity, most hits filed as cytotoxic. HepG2 CAGA-GFP viability, ATP luminescence, 18 h; further: potency means the concentration at half of the fitted maximal effect; some results filed as inactive show a strong effect at the top dose
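HepG2 CAGA-GFP cells (1000/well, DMEM with 1% FBS) received compound, then TGF-beta at 500 pg/mL final, and were incubated 18 hours at 37 degrees C. Viability was read by CellTiter-Glo luminescence. Media-only wells were set as complete cell-killing and DMSO as no toxicity.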
EPAC2 agonist = activates human EPAC2 exchange factor. Q8WZA2. EPAC2 activation, biochemical qHTS; response scale: 100% = 6.5 mM cAMP response. Potency, µM (top dose mostly 154 µM), for the others: top-dose activation, most hits filed as activators. hit rate 0.079% among 360,000; further: potency means the concentration at half of the fitted maximal effect; nearly all actives have a fitted effect of over 50% in size
Target sequence (Q8WZA2 whole entry, looked up): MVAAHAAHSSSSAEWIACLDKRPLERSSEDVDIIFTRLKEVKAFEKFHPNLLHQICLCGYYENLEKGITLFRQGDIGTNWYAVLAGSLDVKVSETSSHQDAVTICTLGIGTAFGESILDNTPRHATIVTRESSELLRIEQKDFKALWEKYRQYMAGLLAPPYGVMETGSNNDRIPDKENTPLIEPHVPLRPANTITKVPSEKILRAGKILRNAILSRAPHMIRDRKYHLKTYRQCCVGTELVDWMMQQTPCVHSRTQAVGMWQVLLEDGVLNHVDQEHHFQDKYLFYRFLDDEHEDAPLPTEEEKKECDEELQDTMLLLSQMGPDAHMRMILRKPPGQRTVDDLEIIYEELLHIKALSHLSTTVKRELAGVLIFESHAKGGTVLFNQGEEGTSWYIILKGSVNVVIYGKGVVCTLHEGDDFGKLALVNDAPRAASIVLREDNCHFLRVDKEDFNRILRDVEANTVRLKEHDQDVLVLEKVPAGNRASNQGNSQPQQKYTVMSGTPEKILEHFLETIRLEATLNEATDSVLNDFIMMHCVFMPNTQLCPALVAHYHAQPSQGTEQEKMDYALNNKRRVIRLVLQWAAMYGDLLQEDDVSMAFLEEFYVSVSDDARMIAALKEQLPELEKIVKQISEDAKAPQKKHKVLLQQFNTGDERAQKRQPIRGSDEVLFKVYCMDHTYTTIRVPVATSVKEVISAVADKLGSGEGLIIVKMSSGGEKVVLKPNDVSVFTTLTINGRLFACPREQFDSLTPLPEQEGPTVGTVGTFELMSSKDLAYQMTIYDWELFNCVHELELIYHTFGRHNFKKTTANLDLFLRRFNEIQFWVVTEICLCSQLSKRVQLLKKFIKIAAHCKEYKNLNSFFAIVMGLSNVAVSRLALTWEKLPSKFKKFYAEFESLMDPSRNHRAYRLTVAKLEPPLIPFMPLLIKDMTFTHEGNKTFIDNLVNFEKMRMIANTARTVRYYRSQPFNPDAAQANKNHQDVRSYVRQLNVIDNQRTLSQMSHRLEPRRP
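Compounds were titrated in qHTS against a Rap1B-BODIPY-GDP (250 nM) complex with EPAC2 (100 nM) and GDP (50 uM). BODIPY-GDP release tracked at 480/540 nm over 30 min at room temperature, normalized to 6.5 mM cAMP.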
IL2 activator = activates IL-2 in a cell-based reporter assay. IL-2 activation reporter assay, cell-based qHTS; stimulated with anti-CD3/CD4/CD28 beads; in transgenic mouse T cells. activation, % (series mostly up to about 46 µM). hit rate 0.065% among 360,000. AID 652025; in the data active means activation above about 50%; inconclusive means mostly about 30% to 49%; further: 0% is about no effect
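First, unstimulated transgenic mouse T cells were exposed to compound for 60 min. Next, anti-CD3/anti-CD4-coated beads with anti-CD28 were added. Finally, after 18 h at 37 degrees C, EGFP and DsRed were imaged.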
Nrf2 ARE act = activates Nrf2 signaling; AREc32 ARE-luciferase reporter (MCF7-derived line), luminescence, 24 h; Potency, µM (top dose mostly 46.1 µM), for inactives: top-dose activation, hits mostly activators; hit rate 0.31% among 410,000; further: potency means the concentration at half of the fitted maximal effect; % of control where 0% means no effect; nearly all actives have a fitted effect of over 65% in size
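Cells of the AREc32 ARE-luciferase line are plated in OPTI-MEM containing 5% FBS and left overnight at 37 deg C. Compounds are pinned in, incubation continues 24 hr, and firefly luciferase signal is then measured.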
A549 tox = kills or reduces viability of A549 cells in Nrf2 counter-screen | A549 ARE-Fluc cells, CellTiter-Fluor viability, 18-24 h | Potency, µM (doses to about 46 µM), without a hit: at the highest dose activity change, negative = cytotoxicity, actives largely listed as inhibitors | hit rate 0.16% among 390,000; further: potency means the concentration at half of the fitted maximal effect; on the % scale 0 is the no-effect control and ±100 the full control effect
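Cytotoxicity counterscreen: CellTiter-Fluor fluorescence was measured in A549 ARE_Fluc cells after 18-24 h of compound exposure in a concentration series. The subsequent BugLite luminescent read reports ARE-luciferase activity.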
ATXN2 expr inh = ATXN2 expression inhibition; HEK-293 ATXN2-luciferase reporter, luminescence, 24 h; Potency, µM (highest dose often 57 µM), for inactives: top-dose activity change, negative = inhibition, hits mostly inhibitors; hit rate 0.72% among 360,000; AID 1745845; further: potency means the concentration at half of the fitted maximal effect; on the % scale 0 is the no-effect control and ±100 the full control effect; nearly all actives have a fitted effect of over 55% in size
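qHTS (up to 57 uM final) was run with 24 h compound exposure of reporter cells at 37 °C. Each well was multiplexed: SteadyGlo luminescence measured ATXN2-luciferase expression after a fluorogenic Gly-Phe-AFC viability readout (25 uM final).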
An asterisk follows results filed as active; i = inactive; ? = inconclusive; . = not tested or not shown; [ ] = another dose, or the depositor's remark. Unless noted, the call rests on the fitted dose curve; in most records, active means well fitted curve in the direction sought with a large enough effect; inconclusive means small, poorly fitted or top-dose-only effect, or another doubt; inactive means no such curve, though single readings can be large; an effect the other way counts as inactive or inconclusive.

Under each structure: ATXN viability	Nrf2 inh	TGFb inhibitor	HepG2 viability	EPAC2 agonist	IL2 activator	Nrf2 ARE act	A549 tox	ATXN2 expr inh
COc1cccc(-n2c(SCC(=O)NCC3CCCO3)nc3c([nH]c4ccccc43)c2=O)c1 (stereo not given)
→ ?	-8%	13%	-22%	-2%	-6.1	0.7%	-20%	7%
Cc1oc2c(cc(NS(=O)(=O)c3ccc(F)cc3)c3ccccc32)c1C(=O)O
→ i	8%	25%	-2%	4%	0.5	5.2%	1%	-21%
COc1ccc2[nH]c(=O)c(CN(CCO)S(=O)(=O)c3ccc(C)cc3)cc2c1
→ i	21%	2%	-11%	7%	1.3	3.4%	2%	.
CNC(=S)N(Cc1cc2cc(C)cc(C)c2[nH]c1=O)C1CCCC1
→ i	8%	?	-17%	0%	1.5	2.9%	-1%	-4%
COC(=O)c1cc(Cl)c(N)cc1OC
→ i	-11%	5%	12%	2%	-2.1	-0.8%	-5%	1%
Cc1ccc(/C(N)=N/OC(=O)c2cc(-c3ccccc3)nc3ccccc23)cc1
→ i	0%	-2%	-3%	?	-0.8	0.1%	-2%	-7%
Cc1cc(NCC(=O)Nc2ccc(C)c(S(=O)(=O)N3CCOCC3)c2)ccc1Br
→ i	.	?	-48%	2%	-3.3	0.7%	.	.
CC(C)(C)OC(=O)N(CCc1ccccc1)Cc1ccccc1OCc1cccc(NC(=O)C2CCCC2)c1
→ i	-5%	-13%	-14%	11%	-0.7	4.8%	0%	-5%
CCOC(=O)c1ccc2c(c1)N(CC(=O)N1CCCC1)C(=O)C(C)(C)O2
→ i	9%	-11%	1%	10%	-1.5	-0.2%	.	6%
CSc1ccc(OC2(C)CCN(Cc3cc4ccccc4o3)C2)cc1 (stereo not given)
→ i	.	1%	-12%	17%	0.1	3.1%	.	5%
COCCNS(=O)(=O)c1ccc(-c2ccc(S(=O)(=O)NCCOC)cc2)cc1
→ i	-24%	-20%	0%	8%	-1.3	-0.6%	1%	-10%
Cc1[nH]nc2c1C(c1ccc(Cl)cc1)C(C#N)=C(N)O2 (stereo not given)
→ i	.	2%	0%	1%	-0.1	0.2%	1%	-9%
Cc1c(C(=O)OC2CCCC2)[nH]c2c1C(=O)CC(c1ccc(Cl)cc1)C2 (stereo not given)
→ .	8%	5%	-7%	.	.	0.1%	-2%	.
O=S1(=O)CCN2C(c3ccc4c(c3)CCCC4)=CSC2=N1
→ i	.	-8%	-1%	2%	-3.6	-0.7%	1%	7%
Cc1cc(=S)c2cccc(C)c2[nH]1
→ i	?	4%	2%	3%	3.9	-0.6%	3%	-20%[11.3 µM]
COCCSc1nc2c(c(=O)[nH]c(=O)n2C)n1Cc1cccc(C)c1
→ i	-25%	-2%	-20%	2%	-3.3	3.5%	1%	2%
CSc1ccc(/C=N/N2CCN(Cc3ccccc3)CC2)cc1
→ i	?	2%	3%	10%	-0.7	4.1%	-10%	21%
N#CC(C(=O)NC1CCCCC1)=C1CCCCCC1
→ i	15%	10%	10%	2%	-2.4	2.4%	-7%	3%
CC(Oc1ccccc1)C(=O)Nc1ccc(NC(=O)c2ccccc2)cc1 (stereo not given)
→ i	-3%	0%	1%	9%	-2.2	0.0%	7%	-11%
Cc1cccc(NC(=O)CS(=O)(=O)c2cn(CC(=O)N3CCOCC3)c3ccccc23)c1
→ i	?	14%	25%	6%	0.8	-1.0%	1%	-4%
CCCc1cc(=O)[nH]c(SCC(=O)Nc2ccc(S(=O)(=O)N3CCCC3)cc2)n1
→ i	3%	-6%	-4%	6%	0.9	-0.6%	4%	-9%
Cc1cc(S(=O)(=O)NCc2ccccc2)ccc1OCC(=O)NCC1CCCO1 (stereo not given)
→ i	?	8%	8%	12%	-0.7	0.0%	2%	-9%
Cc1ccc(C(=O)OCC(=O)Nc2cc(F)ccc2F)cc1NC(=O)c1ccco1
→ i	-2%	-1%	-2%	-9%	1.9	-0.3%	1%	-15%
CCOc1ccc(CNC(=O)CCC(=O)N2CC3CCCN3c3ccccc32)cc1 (stereo not given)
→ i	4%	-17%	-7%	.	.	0.4%	11%	-4%
Cc1cccc2sc(N(CCN(C)C)C(=O)c3ccc4ccccc4c3)nc12
→ i	1%	19%	-17%	5%	2.7	0.0%	-1%	.
S=C(Nc1ccc(Cl)cc1)N(CCCN1CCOCC1)Cc1cccs1
→ i	4%	1%	7%	15%	2.3	0.2%	-1%	-17%
Cc1ccc(S(=O)(=O)Nc2cc(C(F)(F)F)ccc2N2CCOCC2)c(C)c1
→ i	?	?	25%	-7%	-1.6	5.1%	9%	-11%
Cc1ccc(N2CCN(C(=O)c3[nH]c(C(F)(F)F)nc3-c3ccccc3)CC2)cc1
→ i	.	-8%	-8%	11%	-0.2	0.5%	.	10%
CCO[C@@H]1OC(C(=O)NCc2ccccc2)=C[C@H](C(C)(C)C)[C@H]1CCCO
→ i	3%	-25%	-22%	9%	-0.3	9.8%	3%	5%
Cc1cc(Br)ccc1SCC(=O)OC/C(O)=C(\C#N)c1nc2ccccc2[nH]1
→ .	?	-30%	-27%	-2%	-0.9	-2.0%	?	.

Next records.
Under each structure: ATXN viability	Nrf2 inh	TGFb inhibitor	HepG2 viability	EPAC2 agonist	IL2 activator	Nrf2 ARE act	A549 tox	ATXN2 expr inh
O=C(NC1CCCCC1)c1ccc(CN2CCOCC2)cc1
→ i	?	26%	-13%	16%	1.3	0.6%	2%	18%
CCN1CCN(C(=O)C(=O)c2cn(CC(=O)N(CC)CC)c3ccccc23)CC1
→ i	10%	-3%	3%	4%	1.3	-0.2%	12%	-16%
Cc1ccc(NC(=O)c2ncn(CCCNCCCN3CCCC3=O)n2)cc1C
→ i	21%	2%	-5%	7%	0.2	-0.7%	5%	-8%
Fc1ccc(CNCCCSc2nnnn2-c2ccccc2)cc1
→ i	10%	?	-40%	.	.	0.3%	8%	-16%
Cc1occc1C(=O)NNC(=O)CN1C(=O)NC2(CCCCC2)C1=O
→ i	-2%	?	-1%	3%	-4.2	0.1%	-9%	-6%
COc1ccc(CCc2nnc(CCC(=O)NCc3cnn(-c4ccccc4C)c3)o2)cc1
→ i	18%	0%	-14%	1%	0.0	0.9%	-2%	5%
CC1CCN(C(=O)C2CCN(S(=O)(=O)c3ccc4c(c3)CC(C)N4C(=O)C3CC3)CC2)CC1 (stereo not given)
→ i	?	-34%	-12%	-7%	-1.6	3.7%	-9%	-14%
C=CCn1c(SCC(=O)Nc2ccc3c(c2)OCO3)nnc1-c1ccccc1OC
→ i	.	-1%	1%	8%	0.3	-0.5%	-6%	?
CCCc1nnc(SCC(=O)N2CCOCC2)n1Cc1ccco1
→ i	0%	-6%	-2%	-8%	2.5	-0.2%	2%	6%
COC(=O)c1c(C)[nH]c(O)c1C=Nc1ccc(C#N)cc1
→ i	?	0%	-15%	13%	-0.5	0.8%	-20%	.
COC(=O)c1ccc(CNC(=O)C(NC(=O)c2ccco2)C(C)C)cc1 (stereo not given)
→ i	-11%	5%	-7%	3%	0.2	0.1%	-1%	-10%
COCCN1C=C2C(=O)C(C)(OC(=O)CCC(=O)OC)C(=O)C=C2C=C1C1CC1 (stereo not given)
→ i	10%	-4%	-12%	0%	-0.7	0.6%	-5%	2%
CCN(C(=O)CCc1ccccc1)C1CCCCC1
→ ?	-23%	?	-35%	5%	1.2	-0.5%	-1%	-9%
Cc1ccccc1-c1nc2ccccc2c(=O)n1/N=C/c1ccccc1[N+](=O)[O-]
→ i	.	-8%	-31%	28%	-0.5	6.8%	2%	-20%
CC(C)CCN1C(=O)c2ccc(C(=O)NCc3ccccn3)cc2C1=O
→ i	2%	-1%	-1%	-7%	1.7	-1.2%	-3%	-7%
COc1c(Cl)cc(Cl)cc1CNCc1ccccc1
→ i	0%	-23%	-23%	15%	1.3	3.8%	17%	-7%
CCN(CC)C(=O)Cn1c(=O)n(-c2ccc(Cl)c(Cl)c2)c(=O)c2c(C)c(C(=O)N(CC)CC)sc21
→ i	.	-4%	-8%	.	.	1.2%	1%	-1%
CCC1CCC(c2nnc(-c3ccc(Br)cc3)o2)CC1 (stereo not given)
→ i	3%	2%	-5%	2%	-0.6	3.2%	15%	44%[activator]
COc1cccc(CN(C)C(=O)CSc2nc3ccccc3[nH]2)c1OC
→ i	8%	13%	1%	7%	0.0	1.5%	0%	-1%
CCCc1cnc(N2CCN(C(=O)c3ccccc3)CC2)nc1
→ i	?	-14%	-19%	8%	-4.6	-0.6%	-6%	-16%

Shown with each value named: entries from further up.
C=CCn1c(SCC(=O)Nc2ccc3c(c2)OCO3)nnc1-c1ccccc1OC
- ATXN viability = i
- Nrf2 inh = .
- TGFb inhibitor = -1%
- HepG2 viability = 1%
- EPAC2 agonist = 8%
- IL2 activator = 0.3
- Nrf2 ARE act = -0.5%
- A549 tox = -6%
- ATXN2 expr inh = ?

CCCc1nnc(SCC(=O)N2CCOCC2)n1Cc1ccco1
- ATXN viability = i
- Nrf2 inh = 0%
- TGFb inhibitor = -6%
- HepG2 viability = -2%
- EPAC2 agonist = -8%
- IL2 activator = 2.5
- Nrf2 ARE act = -0.2%
- A549 tox = 2%
- ATXN2 expr inh = 6%

COC(=O)c1c(C)[nH]c(O)c1C=Nc1ccc(C#N)cc1
- ATXN viability = i
- Nrf2 inh = ?
- TGFb inhibitor = 0%
- HepG2 viability = -15%
- EPAC2 agonist = 13%
- IL2 activator = -0.5
- Nrf2 ARE act = 0.8%
- A549 tox = -20%
- ATXN2 expr inh = .
